# Compound activity (PubChem)
# All columns: NCI-60 one-dose screen, growth in % after 48 h at 10 µM unless noted; 100 = growth as untreated, 0 = no growth, -100 = all killed.
# HL-60(TB): HL-60(TB) leukemia cells | AID 1794776 | 78,000 tested, 9% active; active means growth percent below 10
# Numbers without * were called inactive; & = joins results of further samples. Some of the compounds tested, so the mix of outcomes need not match the whole.
SMILES,HL-60(TB)
CC1=C(CC(=O)O)c2cc(F)ccc2/C1=C\c1ccc(S(C)=O)cc1 (configuration not stated),101
CNC(=O)c1cc(N2CCc3cc(NC(=O)Nc4ccc(Cl)c(C(F)(F)F)c4)ccc32)ccn1,50
CCCCCCCCCCCCO,89
Cc1ccccc1-n1c(C)nc2cc(N)ccc2c1=S,99
Cc1cc(N=Nc2ccccc2)c(N)cc1N,88
O=Cc1cn(S(=O)(=O)c2ccc3ccccc3c2)c2ccccc12,85
O=c1ccn(CCOc2nc(-c3ccc(F)cc3)cc(-c3ccco3)n2)c(=O)[nH]1,99
COc1cc2nc(-c3cccs3)cc(OCCCN3CCC(O)CC3)c2cc1OC,98
CC(CO)CC1CCC(C(C)(C)C)CC1 (configuration not stated),94
COc1ccc(-c2nc(N/N=C/c3ccccc3F)nc(N3CCOCC3)c2C#N)cc1,97
Cn1c2ccc(F)cc2c2n[nH]c(=O)nc21,115
Cc1ccc(C)c2c1sc1nc3nc4sc5cc(Cl)c(Cl)cc5n4c(=N)c3c(=N)n12,134
O=C(Oc1ccc(CO[N+](=O)[O-])cc1)c1ccccc1,-46*
O=C(O)c1cn(C2CC2)c2cc(N3CCN(Cc4cc(O)ccc4O)CC3)c(F)cc2c1=O,64
CCN1CCCCN(CC(=O)NC23CC4CC(CC(C4)C2)C3)CC1,93
CC(C)C1=CC23CCC4C(C)(C(=O)O)CCCC4(C)C2CC1C1C(=O)N(c2ccccc2)C(=O)C13 (configuration not stated),118
Cc1cc(Nc2ncnc3ccc(NC4=NC(C)(C)CO4)cc23)ccc1Oc1ccn2ncnc2c1,5.7*
CCC(=O)c1ccc(OCc2ccccc2)cc1,107
O=C(COc1ccc(/C=C2\Oc3ccccc3C2=O)cc1)c1ccc(Cl)cc1,95
COc1ccc(/C=C2/C(=O)NC(SCC(=O)N3CCN(c4cc5c(cc4F)c(=O)c(C(=O)O)cn5C4CC4)CC3)=NC2N)cc1OC (configuration not stated),104
COc1ccc(CNc2nc3ccc(OC/C(=C\F)CN)cc3o2)cn1,138
OCCN(CCO)c1ccc(Oc2ccccc2)cc1,100
CCc1ccc(Oc2c(-c3ccc(OCc4ccc(Cl)cc4)cc3O)n[nH]c2C(F)(F)F)cc1,-7.0*
CCC(CC)C(=O)OCC(=O)[C@@]1(O)CC[C@H]2[C@@H]3CCC4=CC(=O)CC[C@]4(C)[C@H]3[C@@H](O)C[C@@]21C,107
CCCCC/C=C\C/C=C\CCCCCCCCOc1cccc(CCOP(=O)(O)OCC[N+](C)(C)C)c1,102
CN(C1c2ccccc2Oc2ccccc21)S(=O)(=O)c1ccc(Cl)cc1,104
CCCCCCCCCCCCCCCCOc1ccc(-c2cc(Cl)c3cc(S(=O)(=O)F)ccc3n2)cc1S(=O)(=O)F,105
COc1cc(NC(=O)c2ccc3c(c2)nc(-c2ccco2)n3CCCOC(C)C)cc(OC)c1OC,88
COc1cc2c(c(OC)c1OC)C(=O)CC(c1cccc(C(=O)Nc3ccccc3Br)c1)O2 (configuration not stated),76
CCN(CC)CCNC(=O)C(F)(F)C(F)(F)C(F)(F)F,108
CN(C)CCC(CCN(C)C)(C(=O)O)c1ccccc1,101
CN(C)CC#Cc1ccc2ncc(C#N)c(Nc3ccc(F)c(Cl)c3)c2c1,27
Cc1ccc(-c2nn(-c3ccccc3)cc2C2CC(c3ccc(Cl)cc3)=NN2c2ccc(S(N)(=O)=O)cc2)cc1 (configuration not stated),72
CC1=NN(c2ccc(S(=O)(=O)O)cc2Cl)C(=O)C1,143
COc1cc(/C=N/Nc2nncn2N)ccc1N(CCCl)CCCl,90
Cc1cc(N2CCN(CCNc3ccnc4cc(Cl)ccc34)CC2)nc(-n2ccnc2)n1,54
COc1ccc(C(=O)COc2ccc(/C=C3\CSc4ccc(C)cc4C3=O)cc2)cc1,67
CSC(=S)N/N=C/c1cn(-c2ccccc2)nc1-c1cc2ccccc2oc1=O,62
CC/C=C/[C@@H]1C=C[C@@H]2CCC[C@H]2[C@@H]1CC[C@H](O)[C@H](C)N,-62*
Cc1ccc(O)c(Cc2ccccc2Cl)c1,86
O=C(Nc1ccc(Cl)cc1)Nc1nc2ccc([N+](=O)[O-])cc2s1,-51*
Cc1ccc(O)c(C)c1,97
Cc1ccc(NC(=O)C(C)Cl)cc1Cl (configuration not stated),57
CCNC1CN(CCCOC)S(=O)(=O)c2sc(S(N)(=O)=O)cc21 (configuration not stated),87
Cn1cnc2c(N3CCN(C(=O)OCc4ccc5cccc(O)c5n4)CC3)nc(Cl)nc21,87
COc1cc2c(cc1-c1c(C)noc1C)ncc1nc(C3CC3)n([C@H](C)COC(F)F)c12,31
Cc1c(C(=O)NN2CCCCC2)nn(-c2ccc(Cl)cc2Cl)c1-c1ccc(Cl)cc1,81
O=[N+]([O-])c1cccnc1Sc1ccccc1C1=NCCCN1,92
COC(=O)C(c1ccccc1)C(CC(=O)c1ccccc1)c1ccccc1 (configuration not stated),93
CC(=O)N1N=C(c2ccccc2)CC1c1sc(N(C)Cc2ccccc2)nc1Cl (configuration not stated),101

# Remaining list, next part.
SMILES,HL-60(TB)
CC(=O)OC(C(=O)O)(c1ccccc1)c1ccccc1,111
COc1ccc(S(=O)(=O)O)cc1N=N/C(=N/Nc1cc(S(=O)(=O)O)ccc1OC)C(=O)Nc1ccccc1,102
Cc1ccc(C)c2c1SC1=NNC(N3CCOCC3)=C(C#N)C(=N)N12,111
CCCCCN1C=C/C(=C\C(=O)N(C)c2ccc(OC)cc2)c2ccccc21,88
NS(=O)(=O)c1ccc(-n2nccc2-c2cc3ccccc3oc2=O)cc1,99
Cc1cc(C)n(/N=C/c2ccccc2)c(=O)c1C#N,92
C#CCOc1cccc(-c2ncc3cc(NC(=O)CCl)ccc3n2)c1,14
Cc1cccc(NC(=O)[C@@H]2c3ccccc3C(=O)N(c3ccc(Cl)cc3)[C@H]2c2ccc(Cl)cc2)n1,36
Cc1onc(-c2ccc3cc[nH]c3c2)c1C(=O)Nc1ncc([N+](=O)[O-])s1,70
Cc1nc(-c2cc3ccccc3oc2=O)ccc1C(=O)/C=C/c1ccc2c(c1)OCO2,97

# Laid out differently: entries from further up.
Compound | HL-60(TB)
NS(=O)(=O)c1ccc(-n2nccc2-c2cc3ccccc3oc2=O)cc1 | 99
Cc1cc(C)n(/N=C/c2ccccc2)c(=O)c1C#N | 92

# Next section.
SMILES,HL-60(TB)
Oc1ccc(Cl)c(O)c1,91
COc1cccc2nc(Nc3cccc(NC(=O)c4cc(N5CCOCC5)cc(C(F)(F)F)c4)c3)ccc12,93
Cc1c(Cl)ccc(C(O)CN(C)Cc2ccccc2)c1Cl (configuration not stated),80
O=S(=O)(CCN1CCOCC1)Nc1cc(-c2ccc3ncnc(Nc4ccc(F)c(Cl)c4)c3c2)cnc1Cl,27
CSc1nc2ncc(C(N)=O)c(=O)n2[nH]1,102
c1ccc(N2CCN(c3nc(-c4cccc5ccccc45)nc4sc5c(c34)CCCCCC5)CC2)cc1,108
COc1cc(-c2noc(-c3cc(OC)c(OC)c(OC)c3)n2)cc(OC)c1OC,83
CCOC(=O)Cc1ccc(OC)c(OC)c1,97
Cc1c(-c2ccccc2Cl)nc2ccccc2c1C(=O)O,92
COc1cc(/C=C/C(=O)c2cc(OC)c(OC)c(OC)c2)ccc1OCc1ccc(C)cc1,88

# Nothing new here: entries from further up.
SMILES,HL-60(TB)
Oc1ccc(Cl)c(O)c1,91
COc1cccc2nc(Nc3cccc(NC(=O)c4cc(N5CCOCC5)cc(C(F)(F)F)c4)c3)ccc12,93
Cc1c(Cl)ccc(C(O)CN(C)Cc2ccccc2)c1Cl (configuration not stated),80
O=S(=O)(CCN1CCOCC1)Nc1cc(-c2ccc3ncnc(Nc4ccc(F)c(Cl)c4)c3c2)cnc1Cl,27

# Looked up by compound from the entries so far (2):
SMILES,HL-60(TB)
COc1cc(-c2noc(-c3cc(OC)c(OC)c(OC)c3)n2)cc(OC)c1OC,83
Cc1c(Cl)ccc(C(O)CN(C)Cc2ccccc2)c1Cl (configuration not stated),80

# (further entries)
SMILES,HL-60(TB)
Cn1c2ccccc2c2nn(C(=O)c3ccccc3)c(=O)nc21,110
CSc1nc2ccccc2[nH]1,93
C#C[C@]1(O)CC[C@H]2[C@@H]3CC=C4c5sc(-c6ccccc6C)nc5CC[C@]4(C)[C@H]3CC[C@@]21C,84
O=C1NC(=O)C(c2ccccc2)(c2ccc(Cl)cc2Cl)N1 (configuration not stated),103
COc1ccc(C(=O)C[n+]2cn(CCC(=O)Nc3cccc4cccnc34)c3ccccc32)cc1,68
CC1CCCc2c1nc(NC(=S)NC(=O)c1ccccc1)c(C#N)c2-c1ccc(Cl)cc1 (configuration not stated),70
C/C(=C\CCc1ccsc1)CC/C=C(\C)CCCN1CCC(CO)CC1,-50*
O=C(Oc1ccccc1-c1ccccc1)c1ccc(Cl)cc1,99
CC(C)(O)c1cn(CCCCN2C(=O)C(=O)c3ccccc32)nn1,98
Cc1cc(C)c(/C=N/Nc2nc3c([nH]2)c(=O)n(C)c(=O)n3C)c(C)c1,125&87
Nc1ccccc1-c1cc2c(c3c1[nH]c1ccccc13)CCCCCCCCC2,88
COC(=O)c1cc2n(n1)-c1ncc(C(F)(F)F)cc1Oc1ccccc1-2,98
Cc1ccc(-c2cc3nc(C(Cl)Cl)nc(-c4ccccc4C)n3n2)cc1,78
CC(=O)c1ccc(Cc2ccc(C(C)=O)s2)s1,87
CCOC(=O)/C=C/c1ccc(F)cc1,114
Cc1ccccc1NC(=O)c1sc2nc3c(cc2c1N)COCC3,95
Nc1[nH]c(=S)[nH]c(=O)c1Br,95
Cc1cc2c(cc1C)NC1(S(=O)(=O)O)C(=Nc3ccccc31)N2 (configuration not stated),102
O=C(O)c1cc(-c2ccc(Cl)c(Cl)c2)nc2cc3ccccc3cc12,89
COc1cc(C(=O)N(C(C)C)C2CCCCC2)cc(OC)c1OC,97
CS(=O)(=O)OCC1C2CC(CC2OS(C)(=O)=O)C1c1ccccc1 (configuration not stated),108
CON1C(=O)CC[C@]2(C)[C@H]3CC[C@@H]4C([C@@]5(C)CCC(=O)O5)CC[C@@]4(C)[C@]3(C)CC[C@H]2C1(C)C (some centres not stated),100
Cc1c(C(=O)/C=C/c2ccc(Cl)cc2)nnn1-c1ccc2oc(=O)ccc2c1,93
COc1ccc(NC(=O)Nc2ccc(-c3ccc(Cl)cc3)nc2C)cc1,89
O=[N+]([O-])c1cccc(C2N=C(N3CCOCC3)Nc3c2sc2ccc(Cl)cc32)c1 (configuration not stated),110
COc1cc2ccc(/C(C)=N/NC(N)=S)cc2cc1OC,87
CC(=O)O[C@H]1[C@H](CC#CC#CC[C@@H]2C[C@]3(C)[C@H]4CC=C5[C@H]6CC(C)(C)CC[C@]6(C(=O)NCCCCN)CC[C@@]5(C)[C@]4(C)CC[C@H]3C(C)(C)[C@H]2OC(C)=O)C[C@]2(C)[C@H]3CC=C4[C@H]5CC(C)(C)CC[C@]5(C(=O)NCCCCN)CC[C@@]4(C)[C@]3(C)CC[C@H]2C1(C)C,102
C[C@]12C/C(=C/N3CCCCC3)CC[C@@H]1CC[C@@H]1[C@@H]2CC[C@@]2(C)[C@H]1CC[C@]2(C)O,119
CN(C)CCCCNc1ccc(NCCCCN(C)C)c2c1C(=O)c1c(O)ccc(O)c1C2=O,25
Clc1ccc(COc2ccc(Nc3ncnc4onc(-c5ccccc5)c34)cc2)cc1,99
COc1ccc2nc3cc(Cl)ccc3c(N3CCN(c4nccc(NCc5ccccc5)n4)CC3)c2c1,62
Nc1nc(Nc2ccccc2SSc2ccccc2Nc2nc(N)nc(-c3cccc(F)c3)n2)nc(-c2cccc(F)c2)n1,81
COc1ccc(-c2nc3ccccc3n3cccc23)cc1,104
CC(=O)OC1CC(C)=C2C(=O)C=C(C)[C@@H]2[C@H]2OC(=O)[C@H](C)[C@H]12 (some centres not stated),94
CCCCCCCCNC(=O)[C@@H](N)CSCOC(C)=O,84
O=C(COc1ccccc1)NCc1ccco1,62
OCc1cnccc1NCC1CCCCC1,72
Cc1ccc2c(OCC(=O)N/N=C/c3ccc(Cl)cc3)cc(=O)[nH]c2c1,102
COc1ccc(Nc2ncnc3c2cnn3-c2cccc(F)c2)cc1,112
COc1cc(C(=O)O)c(OC)c2c1OCO2,112

# Structural class: the compounds so far with bromine.
SMILES,HL-60(TB)
COc1cc2c(c(OC)c1OC)C(=O)CC(c1cccc(C(=O)Nc3ccccc3Br)c1)O2 (configuration not stated),76
Nc1[nH]c(=S)[nH]c(=O)c1Br,95

# Going on with the list.
SMILES,HL-60(TB)
CCCC(C)C(=O)OC1CCC(C)CC1 (configuration not stated),100
CC12CCCCC1=C(Nc1ccc(F)cc1)C(=O)O2 (configuration not stated),60
CCOC(=O)c1c(NS(=O)(=O)c2ccc(C)cc2)sc2c1CCC1(C2)OCCO1,89
CC1=C(C)C(=O)C(C)=C(C)C1=O,123
CC(=O)Nc1nc(C)c(C(=O)NNS(=O)(=O)c2ccccc2)s1,174
Cc1c(Br)sc2ccccc12,96
O=C(O)CCCN1C(=O)NC2(C1=O)c1ccccc1-c1ccccc12,101
N#Cc1ccccc1-c1ccc(Cn2c(-c3cscn3)nc3ccc(Cl)cc32)cc1,73
NC(=O)c1ccccc1NC(=O)COc1ccc(Cl)cc1,77
CCc1nnc(NC(=O)Cc2csc(-c3ccccc3)n2)s1,129
COc1ccc(C(=O)c2c(N)c(C#N)cn2-c2ccc([N+](=O)[O-])cc2)cc1,97
COc1cccc(CN2C(=O)OC(C)(COC(C)=O)C2=O)c1OC (configuration not stated),96
C[n+]1c2ccccc2c(NC2CCNCC2)c2[nH]c3ccccc3c21,61
O=C(/C=C/c1ccc(F)cc1)N1CCN(C(=O)/C=C/c2ccc(C(F)(F)F)cc2)CC1,97
CCOC(=O)C1=C(C(=O)c2ccc(Br)cc2)C(c2ccc(Br)cc2)NC(=S)N1 (configuration not stated),117
O=C(/C=C/c1ccccc1)c1ccccc1O,24
